Screening data as filed in PubChem BioAssay.
RBX1-CUL1 inh – inhibitors of human ROC1-CUL1 ubiquitin ligase activity | P62877+Q13616 | in vitro K48 di-Ub FRET, acceptor:donor ratio, 45 min | inhibition, % at 10 µM | actives 0.6% (n = 140,000); in the data active means inhibition above about 25%
Target sequence (P62877 whole entry, looked up): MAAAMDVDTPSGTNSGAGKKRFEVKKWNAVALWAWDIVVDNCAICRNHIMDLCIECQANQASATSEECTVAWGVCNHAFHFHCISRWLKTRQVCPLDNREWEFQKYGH
Target sequence (Q13616 whole entry, looked up): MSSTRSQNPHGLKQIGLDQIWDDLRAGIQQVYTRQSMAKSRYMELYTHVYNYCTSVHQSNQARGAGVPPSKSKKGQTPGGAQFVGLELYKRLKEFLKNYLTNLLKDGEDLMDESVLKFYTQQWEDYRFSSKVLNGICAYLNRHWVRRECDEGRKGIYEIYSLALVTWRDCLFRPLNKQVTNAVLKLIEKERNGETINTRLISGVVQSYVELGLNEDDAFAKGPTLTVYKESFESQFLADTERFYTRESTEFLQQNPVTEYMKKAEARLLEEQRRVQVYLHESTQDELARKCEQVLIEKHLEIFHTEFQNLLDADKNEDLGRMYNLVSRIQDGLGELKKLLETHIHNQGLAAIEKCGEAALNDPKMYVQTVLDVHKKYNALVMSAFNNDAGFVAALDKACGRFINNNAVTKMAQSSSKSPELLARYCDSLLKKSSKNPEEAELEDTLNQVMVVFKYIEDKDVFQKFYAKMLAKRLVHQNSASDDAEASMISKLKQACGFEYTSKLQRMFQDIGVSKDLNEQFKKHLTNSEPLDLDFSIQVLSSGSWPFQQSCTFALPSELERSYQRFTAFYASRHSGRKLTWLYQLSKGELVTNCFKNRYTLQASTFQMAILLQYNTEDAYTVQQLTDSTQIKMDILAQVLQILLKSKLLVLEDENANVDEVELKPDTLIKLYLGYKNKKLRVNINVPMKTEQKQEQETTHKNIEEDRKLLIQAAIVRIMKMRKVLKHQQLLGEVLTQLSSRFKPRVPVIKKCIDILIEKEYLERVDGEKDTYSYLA
An asterisk follows results filed as active; & = joins results of further samples. A portion of the library (hit frequency here may not be typical).

Start of the listing, in advance:
SMILES	RBX1-CUL1 inh
COc1cc(C2CC(c3c(O)ccc4c(C)cc(=O)oc34)=Nc3ccccc3N2)ccc1O (stereo unspecified)	-3
O=C1CC[C@@H](CN(Cc2ccccc2)Cc2nc(NCc3cccs3)c3ccccc3n2)N1	0
CC(C)Sc1cc(N2CCOCC2)nc(-c2ccccc2)n1	-1
Cc1cccc(C(=O)c2cccc(C)c2)c1	-16
CC1CCCCN1S(=O)(=O)c1ccc(-c2ccc(Cl)cc2)cc1 (stereo unspecified)	7
COc1ccc(CCNC(=O)c2cnc3ccc(C)cn3c2=O)cc1OC	-6
CCOC(=O)c1cc(CC)sc1NC(=O)COc1ccccc1C	1
Cc1cccc(C(=O)Oc2ccc(C(C3C(=O)NC(=S)NC3=O)C3C(=O)NC(=S)NC3=O)cc2)c1	6
CCOCCOc1ccc(N)cc1	5
c1ccc(CN2CCC(=NNc3nnc4c(n3)[nH]c3ccccc34)CC2)cc1	4
NC(=O)c1c(NC(=O)CSc2nc3scc(-c4cccs4)c3c(=O)n2-c2ccccc2)sc2c1CCC2	7
COc1ccc(F)c(CC2(CCC(=O)N(C)CC(O)c3ccccc3)CCC(=O)N2)c1 (stereo unspecified)	2
CC(C)(C)c1ccc2c(c1)OC(NC(=O)N1CCOCC1)(C(Cl)(Cl)Cl)O2 (stereo unspecified)	12
CCOc1cc(/C=N\Nc2nc3ccccc3s2)c(Br)cc1O	6
COC(=O)c1ccc(NC(=O)c2cc(C)on2)cc1	-8
COC(=O)c1oc2ccc(OC)cc2c1NC(=O)c1ccc(C(F)(F)F)cc1	6
COC(=O)C1C/C(=N\NS(=O)(=O)c2ccc(C)cc2)c2sccc2C1 (stereo unspecified)	3
COc1cc(C(=O)Nc2cc(C)ccc2C)cc(OC)c1OC	-4
COc1cc2c(c(OC)c1OC)CC(=O)N(C)CC2	1

Main list, repeating the preview:
SMILES	RBX1-CUL1 inh
COc1cc(C2CC(c3c(O)ccc4c(C)cc(=O)oc34)=Nc3ccccc3N2)ccc1O (stereo unspecified)	-3
O=C1CC[C@@H](CN(Cc2ccccc2)Cc2nc(NCc3cccs3)c3ccccc3n2)N1	0
CC(C)Sc1cc(N2CCOCC2)nc(-c2ccccc2)n1	-1
Cc1cccc(C(=O)c2cccc(C)c2)c1	-16
CC1CCCCN1S(=O)(=O)c1ccc(-c2ccc(Cl)cc2)cc1 (stereo unspecified)	7
COc1ccc(CCNC(=O)c2cnc3ccc(C)cn3c2=O)cc1OC	-6
CCOC(=O)c1cc(CC)sc1NC(=O)COc1ccccc1C	1
Cc1cccc(C(=O)Oc2ccc(C(C3C(=O)NC(=S)NC3=O)C3C(=O)NC(=S)NC3=O)cc2)c1	6
CCOCCOc1ccc(N)cc1	5
c1ccc(CN2CCC(=NNc3nnc4c(n3)[nH]c3ccccc34)CC2)cc1	4
NC(=O)c1c(NC(=O)CSc2nc3scc(-c4cccs4)c3c(=O)n2-c2ccccc2)sc2c1CCC2	7
COc1ccc(F)c(CC2(CCC(=O)N(C)CC(O)c3ccccc3)CCC(=O)N2)c1 (stereo unspecified)	2
CC(C)(C)c1ccc2c(c1)OC(NC(=O)N1CCOCC1)(C(Cl)(Cl)Cl)O2 (stereo unspecified)	12
CCOc1cc(/C=N\Nc2nc3ccccc3s2)c(Br)cc1O	6
COC(=O)c1ccc(NC(=O)c2cc(C)on2)cc1	-8
COC(=O)c1oc2ccc(OC)cc2c1NC(=O)c1ccc(C(F)(F)F)cc1	6
COC(=O)C1C/C(=N\NS(=O)(=O)c2ccc(C)cc2)c2sccc2C1 (stereo unspecified)	3
COc1cc(C(=O)Nc2cc(C)ccc2C)cc(OC)c1OC	-4
COc1cc2c(c(OC)c1OC)CC(=O)N(C)CC2	1
CCn1ccnc1CNC(=O)C1CCC(=O)N(CC2CCCCC2)C1 (stereo unspecified)	-6
COc1cc(CNCCN(C)C)ccc1OCC(=O)N1CCCCC1	5
COc1ccc(C)cc1N=CCC(=O)c1ccc(-c2ccccc2)cc1	1
CCC(=O)Nc1cccc(C(=O)/C=C/c2ccc(Cl)cc2)c1	-5
COC(=O)C1(C(=O)OC)O[C@H](c2ccccc2)[C@@H]2C(=O)N(C)C(=O)[C@@H]21	-2
COc1ccc(CN2C[C@@H]3C[C@@H](c4ccccc4)N4CCC[C@@]34C2=O)cc1	-1
C=CCN(C(=O)c1ccc2nc(-c3ccccc3)c(-c3ccccc3)nc2c1)c1ccccc1	4
O=C(c1ccc(O)c(NC(=O)c2cccc3ccccc23)c1)c1ccc(O)c(NC(=O)c2cccc3ccccc23)c1	3
Cc1ccc2cc3cc(C(=O)N(C)c4ccccc4C)oc3nc2c1	-5
Cc1cc(C(=O)Nc2ccc(C(C)C)cc2)no1	-1
COc1cccc(/C=C2\SC(=Nc3ccc(C)cc3)N(c3ccc(C)cc3)C2=O)c1OC	0
CN1CCOC1=c1ccc(=C(C#N)C#N)cc1	8
O=c1oc(-c2ccccc2)nc2sc3c(c12)CCCC3	1
CCCCS(=O)(=O)N1CCCC(C(=O)Nc2ccccc2F)C1 (stereo unspecified)	-1
CN(Cc1ccccn1)C(=O)c1csc2nc(-c3ccccc3Cl)cn12	-7
CC1(C)CC(=O)C2=C(C1)CC1(C)CC(C)(C)CC2(Cl)C1 (stereo unspecified)	7
Cc1ccc(/C=C2/N=C(c3cccc4ccccc34)OC2=O)o1	6
Cc1cccc(-n2nnc(-c3nc(-c4cccs4)no3)c2N)c1	-5
Cc1ccccc1CN1CCC(CN(Cc2cccnc2)C(=O)C2CCOC2)CC1 (stereo unspecified)	-5
COc1cc(CNCCCN2CCOCC2)ccc1OCC(=O)NC1CCCCC1	4
COCCCNC(=O)CCn1c(=O)c2ccccc2n(CC(=O)Nc2c(C)cc(C)cc2C)c1=O	-3
CC(CO)Nc1ccc(-c2nc(-c3cccc(Cl)c3)no2)cn1 (stereo unspecified)	3
Cc1cc(C)c(Cn2c(=O)n(CCCCC(=O)NCc3ccccc3Cl)c(=O)c3ccccc32)c(C)c1	-5
CC1CN=C2C(C(=O)Nc3cccc4ccccc34)C(=O)CC(c3ccc4c(c3)OCO4)N21 (stereo unspecified)	3
Cc1ccc2oc(=O)c3cc(C(=O)Nc4cccc(C#N)c4)sc3c2c1	-2
Cc1ccc(C)c(-n2c(-c3csc(C(C)C)c3)n[nH]c2=S)c1	3
CN1CCN(C(=O)c2cc(-c3ccccn3)nc3ccccc23)CC1	3
CCCc1cc(=O)[nH]c(-c2cccc(CN3CCN(C)C(CCO)C3)c2)n1 (stereo unspecified)	7
COc1cccc2c1OCCCN(Cc1nc(-c3ccc(OC)c(OC)c3OC)no1)C2	-4
Cc1cc(S(=O)(=O)Nc2ccc3oc4c(c3c2)CCCC4)ccc1Cl	0
Brc1ccc(N2C3Sc4ncccc4C2Sc2ncccc23)cc1	-3
COc1ccc(CCN2CCC(CNC(=O)c3cnn(-c4ccccc4)c3C3CCN(C(=O)OC(C)(C)C)CC3)CC2)cc1	4
COCc1cc(CN2CCc3[nH]nc(-c4ccccc4F)c3C2)ccc1OC	8
Cc1ccc(S(=O)(=O)N(CC(=O)NCCSc2ccc(Cl)cc2)c2ccccc2C)cc1	3
O=C(NC1CC1)C1CCCN(C2CCN(C(=O)CC3CCCCC3)CC2)C1 (stereo unspecified)	7
COc1ccc(Cn2c(=O)n(-c3ccc(F)c(Cl)c3)c(=O)c3c2c2cc(OC)ccc2n3C)cc1	3
CCC1C(=O)NCCN1Cc1nc(-c2ccccc2OC)oc1C (stereo unspecified)	4
CCc1c(C(=O)N2CCN(C)CC2)csc1C	9
CCOc1ccc(-c2cc(C(=O)NCCc3ccc(OC)c(OC)c3)c3ccccc3n2)cc1	8
COc1cccc(NC(=O)CN2C(=O)C3(SCC(=O)N3c3cc(C)cc(C)c3)c3ccccc32)c1 (stereo unspecified)	-3
COc1ccc(-n2c(NNC(=O)c3ccccc3)nc3sc4c(c3c2=O)CCC4)cc1	-5

Following part
SMILES	RBX1-CUL1 inh
CCN(C(=O)c1ccc2c(c1)N(Cc1cccc(Cl)c1)C(=O)c1ccccc1S2=O)c1ccccc1 (stereo unspecified)	4
COc1ccccc1CNC(=O)c1ccc(-c2nc(CS(=O)(=O)c3ccc(C)cc3)c(C)o2)cc1	-5
O=C(CSc1nc2sc3c(c2c(=O)n1-c1ccccc1)CCC3)c1ccc2c(c1)OCO2	-4
Cc1ccc(N2C(=O)c3n[nH]c(C)c3C2c2cccs2)cc1 (stereo unspecified)	1
Cn1c(=O)c2c(nc(N3CCCCC3)n2Cc2cccc(Cl)c2)n(C)c1=O	-8
COc1ccc(S(=O)(=O)NCCc2nnc3ccc(SCC(=O)Nc4cc(C)cc(C)c4)nn23)cc1	7
CCc1[nH]nc2c1C(c1c(Cl)cccc1Cl)C(C#N)C(=N)O2 (stereo unspecified)	-3
COCCNc1nc2c(S(=O)(=O)c3ccc(C)c(C)c3)nnn2c2ccc(Cl)cc12	-5
Cc1ccccc1NC(=O)CCSc1nnnn1-c1ccccc1	0
Cc1c(Br)c(-c2n[nH]c(=S)n2Cc2ccco2)nn1C	-4
C=CCOc1ccc(C2Oc3nc(SCC=C)nnc3-c3ccccc3N2C(C)=O)cc1 (stereo unspecified)	4
CC(NC(=O)C1CCCC1)c1ccccc1 (stereo unspecified)	0
CCC(C(=O)Nc1sc2c(c1C#N)CCCCCC2)c1ccccc1 (stereo unspecified)	-2
Brc1ccccc1Cn1c(-c2cncs2)nc2ccccc21	-4
O=C(NCCn1cc(SCc2cccc(F)c2)c2ccccc21)c1cccc(C(F)(F)F)c1	-19
O=C(Nc1cc(-c2ccc(F)c(F)c2)no1)c1ccccc1F	12
CN(Cc1ccccc1)C(=O)CSc1nc(-c2ccc(F)cc2)cc(C(F)(F)F)n1	-1
c1ccc(C2(Cc3c[nH]c4ccccc34)OCCO2)cc1	7
Cc1onc(-c2ccccc2)c1C(=O)NC(C)C1CC2CCC1C2 (stereo unspecified)	4
Cc1ccc(C)c(OCC(=O)NCc2ccccn2)c1	-3
O=C(CCC1CCCC1)NCc1ccccn1	7
Cc1cc(NC(=O)CCn2c(=O)c3cccn3c3cccnc32)ccc1Br	2
CC1(C)COC(c2ccc([N+](=O)[O-])cc2)N1 (stereo unspecified)	0
COc1ccccc1NC(=O)Cc1ccc(Cl)cc1	5
COc1ccc(C(=O)c2c(C(F)(F)F)oc3c2C(=O)c2ccccc2C3=O)cc1OC	8
Cc1ccc(C(=O)COC(=O)c2ccc3nc4c(nc3c2)-c2cccc3cccc-4c23)cc1C	9
COc1ccccc1N(CC(=O)Nc1ccc2c(c1)OCO2)S(=O)(=O)c1ccc(C)cc1	-4
CCOc1ccccc1NC(=O)Cn1c(=O)n(CCCC(=O)NCCOC)c(=O)c2cc(OC)c(OC)cc21	-8
Cc1ccc(CNC(=O)CCCCn2c(=O)c3ccccc3n(Cc3c(C)cc(C)cc3C)c2=O)cc1	-4
Cc1sc2nc(-c3cccnc3)[nH]c(=O)c2c1-c1ccccc1	10
CCOC(=O)C(CC)Sc1ncnc2sc3c(c12)CCCC3 (stereo unspecified)	4&-12
COc1c(C)cc(S(=O)(=O)N2CC(C)CC(C)C2)cc1C (stereo unspecified)	10
COc1ccc(C)cc1Nc1nc(-c2cccc(Cl)c2)c2c(n1)-c1ccccc1OC2	6
COC(=O)c1ccccc1NC(=O)CN(c1ccc(Cl)cc1)S(=O)(=O)c1ccc(OC)cc1	3
O=C(Nc1ccccc1C(=O)N1CCCCC1)c1ccc(Cl)cc1	3
COCC(=O)N1CCc2onc(-c3ccc(F)c(F)c3)c2C1	-7
CC1(C)COC(c2cc3ccc2CCc2ccc(cc2)CC3)=N1	-7
CCCCOc1ccc(C(=O)C2C(=O)C(=O)N(c3nnc(C)s3)C2c2ccc(F)cc2)cc1 (stereo unspecified)	1
CCc1ccc(C(=O)N2CCN(C)CC2)cc1	4
CCc1ccc(-c2cc(C(F)(F)F)n3nc(C(=O)Nc4sc(Cc5ccccc5)cc4C(N)=O)cc3n2)s1	1
Cc1cc(C)cc(NC(=O)N2CCC(CN3CCc4ccccc4C3)CC2)c1	-1
COCc1nn2c(-c3cccc(C(F)(F)F)c3)nnc2s1	-6
COc1ccccc1C1=NS(=O)(=O)N(C)C(C(=O)Nc2cc(OC)c(OC)c(OC)c2)=C1	-4
O=C(N1CCc2sccc2C1)C1(N2CCCCC2)Cc2ccccc2C1	-6
CCc1ccc(OC(=O)c2sc3ncn(Cc4cccc(F)c4)c(=O)c3c2C)cc1	8
O=S(=O)(/C=C/c1ccccc1)c1ccccc1	-2
O=C(CC(SCc1ccco1)c1ccc(O)cc1)c1ccco1 (stereo unspecified)	-2
COc1ccc(-c2noc(N3CCC(C(=O)Nc4cccc(C)c4C)CC3)n2)cc1	5
CCc1nc(NC(=O)N2CCCN(C(=O)C3CCCO3)CC2)nn1C (stereo unspecified)	2
C=CCN1C(=O)/C(=C/c2cc(OC)c(OCc3ccccc3)cc2Br)C(=O)NC1=S	0
CCc1ccc(CNCCNCC(C)O)cc1 (stereo unspecified)	5
COc1ccc(S(=O)(=O)N2c3cc(Cl)ccc3Oc3nc4ccccc4nc32)cc1	-3
COc1ccc(NC(=O)CCn2c(=O)c3cccn3c3ccccc32)c(OC)c1	-3
N#Cc1c(NC(=O)Cn2c(=O)sc3ccccc32)sc2c1CCCC2	6
O=C(C(=O)N1CCCC(N2CCN(c3ccccc3F)CC2)C1)c1ccco1 (stereo unspecified)	9
COc1cc(S(=O)(=O)N2CCCCC2)ccc1N=CC1C(=O)NC(=O)N(c2cccc(Cl)c2)C1=O (stereo unspecified)	-3
O=[N+]([O-])c1cccc(-c2ccc(-c3ccccc3)cc2)c1	6
Cc1cc(C)nc(SCc2nnc(SCC(=O)N3CCOCC3)n2-c2ccccc2)n1	-14
CCOc1ccc(C)cc1S(=O)(=O)n1cnc(C)c1	11
CCNC(=O)c1cn(CC(C)C)cc(C(=O)NCC2CCCCC2)c1=O	0
